Rv3671c protease – Rv3671c (M. tuberculosis) protease inhibition | inhibition, % at 5.96 µM | actives 0.048% (n = 320,000) | AID 2606; in the data active means inhibition above about 38%;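 further: extracellular domain of Rv3671c used as enzyme; 0% = enzyme with DMSO and 100% = no enzyme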
Anthrax LF prot – blocks Bacillus anthracis lethal factor protease. P15917. multiplex microsphere protease cleavage assay, LF. actives 0.12% (n = 360,000). inhibition, % at 10 µM. AID 588501; further: plate controls were buffer without enzyme for full effect and enzyme alone for no effect
Target sequence (P15917 whole entry, looked up): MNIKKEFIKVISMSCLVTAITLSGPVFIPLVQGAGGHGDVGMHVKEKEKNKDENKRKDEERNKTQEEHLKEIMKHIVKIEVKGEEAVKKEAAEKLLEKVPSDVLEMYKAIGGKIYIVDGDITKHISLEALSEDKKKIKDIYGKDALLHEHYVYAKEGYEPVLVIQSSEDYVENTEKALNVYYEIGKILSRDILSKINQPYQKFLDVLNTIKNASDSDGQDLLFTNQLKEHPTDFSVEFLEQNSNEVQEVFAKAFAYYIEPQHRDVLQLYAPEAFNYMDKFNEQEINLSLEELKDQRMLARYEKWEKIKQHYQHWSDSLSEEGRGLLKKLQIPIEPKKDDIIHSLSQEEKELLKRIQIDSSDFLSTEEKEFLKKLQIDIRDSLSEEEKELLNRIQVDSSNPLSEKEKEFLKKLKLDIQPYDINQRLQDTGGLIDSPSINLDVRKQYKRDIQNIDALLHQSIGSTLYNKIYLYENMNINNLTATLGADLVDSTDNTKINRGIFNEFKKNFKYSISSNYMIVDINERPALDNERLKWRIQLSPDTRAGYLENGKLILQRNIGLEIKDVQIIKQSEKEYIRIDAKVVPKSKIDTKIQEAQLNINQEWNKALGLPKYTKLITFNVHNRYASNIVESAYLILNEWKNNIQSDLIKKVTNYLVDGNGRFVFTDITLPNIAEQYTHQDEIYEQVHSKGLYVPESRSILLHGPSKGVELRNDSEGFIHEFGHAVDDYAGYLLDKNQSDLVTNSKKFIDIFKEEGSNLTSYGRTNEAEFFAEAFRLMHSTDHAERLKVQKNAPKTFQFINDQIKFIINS
BoNT-F LC inh – blocks Botulinum neurotoxin F light chain protease | Multiplex microsphere protease cleavage assay, flow cytometry | inhibition, % at 10 µM | actives 0.22% (n = 360,000) | AID 588497; in the data active means inhibition above about 35%, passing the limit was not always enough; inconclusive means no clear call, values can overlap the other calls; further: plate controls were buffer without enzyme for full effect and enzyme alone for no effect
CCHF vOTU inh – blocks the CCHF virus ovarian tumor domain protease; CCHFV vOTU protease, Pep-AMC fluorescence; inhibition, % at 11.5 µM; actives 0.55% (n = 370,000); in the data active means inhibition above about 30%; further: 0% = vehicle wells with enzyme and 100% = no enzyme wells
BoNT-A LC inh2 – BoNT A light chain protease inhibition | multiplex microsphere protease substrate cleavage, flow cytometry | inhibition, % at 10 µM | actives 0.17% (n = 360,000) | AID 588499; further: plate controls were buffer without enzyme for full effect and enzyme alone for no effect
3CLpro inhibitor – SARS-CoV 3CLpro protease inhibition; inhibition, % at 6 µM; P0C6X7; actives 0.14% (n = 290,000); recombinant SARS-CoV 3CLpro, quenched FRET peptide cleavage; in the data active means inhibition above about 12%
SSB-PriA inh – inhibitors of Klebsiella pneumoniae PriA binding to SSB C-terminal tail | inhibition, % at 33 µM | AlphaScreen SSBct-PriA binding, biotinylated peptide | actives 0.6% (n = 430,000); in the data active means inhibition mostly above about 37%, no sharp cut-off; inactive means mostly below about 20%;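 further: plate controls were negative control peptide for no effect and reference peptide for full effect; strong numbers were not always called active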
MazF activator – MazEF (E. coli) toxin RNase activation | FAM/BHQ RNA-DNA oligo cleavage fluorescence, 5 h | activation, % at 20 µM | actives 0.32% (n = 350,000) | AID 504720; in the data active means activation above about 50%
Target sequence (P0AE70 whole entry, looked up): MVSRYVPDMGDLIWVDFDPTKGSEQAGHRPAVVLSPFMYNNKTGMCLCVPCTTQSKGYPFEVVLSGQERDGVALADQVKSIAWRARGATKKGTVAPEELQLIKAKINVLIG
VHR inh abs – DUSP3 (human) phosphatase inhibition | P51452 | actives 0.52% (n = 290,000) | recombinant VHR phosphatase, pNPP absorbance | inhibition, % at 13.3 µM; in the data active means inhibition above about 50%; further: some compounds called inactive have numbers as strong as hits
PrPC TRFRET – inhibitors of human cell surface prion protein PrPC. P04156. TR-FRET read-out. inhibition, % at 13.8 µM. actives 0.43% (n = 370,000). AID 720596; in the data active means inhibition above about 24%; further: 0% = median of the test wells and 100% = reference compound wells
* hit, by the source's call; ? = inconclusive; . = not tested or not shown. Unless noted, no stated cut-off is given here; in the data, active means inhibition above about 30%; inconclusive means no clear call, values can overlap the other calls; inactive means below that.

SMILES	Rv3671c protease	Anthrax LF prot	BoNT-F LC inh	CCHF vOTU inh	BoNT-A LC inh2	3CLpro inhibitor	SSB-PriA inh	MazF activator	VHR inh abs	PrPC TRFRET
Cc1ccc(NC(=O)CSc2nnc(CNC(=O)c3ccco3)n2C)cc1C	6.0	-2.0	0.9	-104.0	0.5	.	-2.7	-1.5	.	-4.8
Cc1nc(-c2cccc(NS(C)(=O)=O)c2)cs1	2.4	-7.2	4.2	-27.0	2.4	2.2	-11.2	-0.8	16.1	7.5
COc1ccc(CN(CC(=O)NC2CCCCC2)C(=O)CCCC(=O)Nc2ccccn2)cc1	-0.5	-0.3	0.8	1.4	0.3	1.4	3.3	9.8	-4.8	-0.2
O=C(O)c1ccccc1C(=O)N1CC=C(c2ccccc2)CC1	-3.1	4.9	-7.0	-11.7	-0.5	-6.2	9.1	-2.6	11.6	3.5
O=C(CCSc1ccc(Cl)cc1)NC1CCCCC1	1.6	0.4	-12.7	-6.7	-0.1	4.8	-5.7	3.9	2.2	-3.5
COc1ccc2c(c1)C(=O)CCC2c1ccccc1 (centres undefined)	1.5	12.9	-23.4	16.3	-3.4	4.2	-40.3	-16.0	-8.3	1.3
Cc1ccc(C(=O)Nc2ccc(F)c(S(=O)(=O)N3CCOCC3)c2)s1	-2.6	-8.3	-4.1	6.0	0.4	.	-9.1	1.4	.	6.1
O=C1c2ccccc2C(Nc2ccc(Cl)cn2)N1c1cccnc1 (centres undefined)	3.5	-3.1	-6.6	2.4	-0.1	-5.2	-7.6	2.3	16.6	2.4
COc1ccccc1NC(=O)c1ccccc1NS(C)(=O)=O	-1.2	-0.8	-2.2	3.0	-1.2	3.8	-8.9	0.1	20.7	1.1
CCN1CCN(C(=O)c2ccccc2N(Cc2ccccc2)S(C)(=O)=O)CC1	4.0	-0.4	0.9	-5.2	1.7	4.0	-4.7	-0.3	7.2	-3.0

Next part (2 carried over from the part before).
SMILES	Rv3671c protease	Anthrax LF prot	BoNT-F LC inh	CCHF vOTU inh	BoNT-A LC inh2	3CLpro inhibitor	SSB-PriA inh	MazF activator	VHR inh abs	PrPC TRFRET
COc1ccccc1NC(=O)c1ccccc1NS(C)(=O)=O	-1.2	-0.8	-2.2	3.0	-1.2	3.8	-8.9	0.1	20.7	1.1
CCN1CCN(C(=O)c2ccccc2N(Cc2ccccc2)S(C)(=O)=O)CC1	4.0	-0.4	0.9	-5.2	1.7	4.0	-4.7	-0.3	7.2	-3.0
CC(C)C(NC(=O)C1CCCCC1)C(=O)N1CCN(c2ccc(F)cc2)CC1 (centres undefined)	-1.6	-5.0	0.7	-1.2	0.7	-3.6	-2.4	6.1	11.6	-4.9
O=C(O)CCC/C=C\C[C@@H]1[C@@H](/C=C/[C@@H](O)COc2cccc(Cl)c2)[C@H](O)C[C@@H]1O	9.5	-14.8	3.2	-2.5	-0.3	3.0	-1.9	-1.3	4.7	-0.6
Cc1ccc(S(=O)(=O)n2c(N)nc3ccccc32)cc1	2.6	-10.6	?	8.0	-8.1	0.7	-1.7	-0.7	-0.5	3.0
Cc1nn(C2CCOC(C)(C)C2)c2c1C(c1ccc3c(c1)OCO3)SCC(=O)N2 (centres undefined)	-1.7	-2.1	2.8	-2.1	-0.2	2.9	-8.2	-0.4	9.6	1.0
CN1CCN(C(=O)CSc2nnc(COc3ccccc3)o2)CC1	8.8	-5.9	3.8	0.2	-3.2	-3.8	-11.3	-2.2	8.5	3.7
COC(=O)Nc1sc2c(c1C(N)=O)CCCCCC2	-6.4	-4.1	-3.1	1.8	0.5	3.3	1.5	-5.6	4.8	-5.4
COc1ccccc1NC(=O)Cn1nc(C(F)(F)F)c2c1CCCC2	-7.1	1.5	-3.0	9.3	-1.7	1.3	-26.1	-2.9	36.8	3.8
O=C(O)CCC(=O)Nc1ccc(-c2nc3ccc(C(=O)c4ccccc4)cc3[nH]2)cc1	-20.2	15.1	?	1.3	-1.4	4.1	-8.5	-4.8	7.4	8.5
COC(=O)c1ccc2c(c1)N(Cc1nc(-c3ccc(Cl)cc3)oc1C)C(=O)C1CCCN21 (centres undefined)	4.7	-3.1	3.5	24.0	0.4	.	7.1	-36.4	.	-0.1
CCOc1ccc(N2C(=O)CC(NCCNc3ccc(C(=O)c4cccs4)cc3)C2=O)cc1 (centres undefined)	1.7	-3.9	-4.7	-8.2	0.2	-0.3	2.8	-10.9	19.1	-2.3
Cc1ccc(C(=O)NCCc2cccc(Cl)c2)cc1[N+](=O)[O-]	-6.4	-1.2	-5.0	-2.1	0.6	2.6	10.5	-5.4	2.3	5.2
C/C(O)=C(\C#N)P(=O)(c1ccccc1)c1ccccc1	3.5	.	.	-5.3	.	6.9	-7.3	-1.9	12.5	8.1
CCCn1nc(C(=O)Nc2cc(S(=O)(=O)Nc3ccc(OC)cc3)ccc2O)c2ccccc2c1=O	-25.0	0.5	-6.9	10.6	-0.5	.	-4.8	2.3	.	-2.1
Cc1ccc(S(=O)(=O)Cc2ccc(C(=O)OCc3ccccc3)cc2)cc1	-6.9	-0.3	-3.1	15.9	0.3	2.8	0.7	-1.5	14.5	3.7
OCCn1c(C(F)(F)F)nc2ccccc21	-7.4	-1.7	2.9	-8.4	-0.7	4.8	-5.0	-1.6	3.3	-3.1
O=C(CCc1nc(-c2ccccc2F)no1)N1CCC2(CC1)OCCO2	-1.4	0.6	-23.7	18.4	-1.3	2.6	-4.0	1.7	24.9	2.4
Cc1cnc2cc(Cl)ccc2c1SCC(=O)O	.	-1.7	?	-4.8	0.2	3.7	-9.2	12.7	28.2	-1.7
COn1c(SCc2ccc(C)cc2C)nc2ccccc2c1=O	-7.6	-9.9	6.0	3.1	0.7	-5.2	-13.2	1.3	35.6	-2.5
Cc1ccccc1NS(=O)(=O)c1ccc2[nH]c(=O)[nH]c2c1	-4.5	-0.3	-4.9	-6.1	-1.1	2.0	-16.2	3.4	-9.9	1.1
O=C(CSc1nnc(-c2cccs2)n1CC1CCCO1)N1CCCC1 (centres undefined)	-1.1	0.0	-5.3	-0.2	-1.6	-1.1	11.5	10.6	21.5	5.3
CCCC(C)c1nnc(NC(=O)C2CC(=O)N(CCc3ccc(F)cc3)C2)s1 (centres undefined)	-3.3	3.1	20.5	9.3	-0.6	1.1	-16.5	5.8	38.4	1.1
O=C(CSc1n[nH]c(-c2ccco2)n1)Nc1ccccc1F	-1.8	5.1	5.2	14.3	-1.9	-1.8	0.2	8.5	21.4	-5.0
CCOc1cc(C(=O)Nc2ccc(C(=O)NCCN(CC)CC)cc2)ccc1OCC(=O)N1CCOCC1	.	2.1	-3.6	-6.8	0.1	.	-1.9	6.5	.	3.7
CCC(C)c1ccc(NC(=O)CC(C)=O)cc1 (centres undefined)	-7.7	-2.4	-2.9	6.9	?	-3.8	3.4	9.4	-4.2	-2.8
COc1ccc(OC2(C)CCN(Cc3ccccc3OC(F)F)C2)cc1 (centres undefined)	.	2.8	-4.2	-5.1	0.3	.	.	.	.	7.0
O=C(COC(=O)C1CCCCC1)Nc1cc([N+](=O)[O-])ccc1F	-1.9	-2.2	-0.8	-3.1	-0.6	4.2	4.8	3.5	37.1	-7.5
Cc1cc(C)c(C#N)c(OCC(=O)c2ccc(Br)cc2)n1	-10.1	1.4	-0.2	-8.3	?	-1.4	-13.8	-2.1	7.1	-4.0
COc1cccc(C(=O)Nc2c3c(nn2-c2ccc([N+](=O)[O-])cc2)CS(=O)(=O)C3)c1	3.5	2.4	3.4	13.4	1.4	0.1	5.7	4.2	-12.2	-41.8
CC(=O)Nc1ccc(S(=O)(=O)NC2(C(F)(F)F)C(=O)Nc3c2c(=O)n(C)c(=O)n3C)cc1 (centres undefined)	5.5	-6.7	-4.0	-10.3	-0.5	-4.6	-13.5	6.5	17.1	-1.3
CCn1c(CNc2cccc(C(F)(F)F)c2)n[nH]c1=S	-1.1	-0.7	-3.4	-2.5	-0.5	-0.8	-10.0	7.0	18.5	4.3
O=C(CCN1CCN(c2ccccc2F)CC1)c1ccc(Br)cc1	-4.3	0.7	-3.1	.	0.2	1.3	-5.3	-5.3	15.1	.
CSCCC(NS(=O)(=O)c1ccc(C)cc1)C(=O)NNC(=O)c1csc(N2CCOCC2)n1 (centres undefined)	.	-1.4	-9.9	2.8	-1.8	0.8	8.0	-4.8	5.5	7.1
CC(C)(C)c1ccc(NC(=O)N2CCN(c3ccc([N+](=O)[O-])cn3)CC2)cc1	2.4	7.6	?	3.4	3.8	-4.0	-5.8	5.9	25.7	-11.2
COCCCN=Cc1c(-c2ccccc2)[nH]n(-c2nc3ccccc3s2)c1=O	-18.3	-0.2	-3.5	22.4	-0.5	2.1	-1.5	9.9	25.0	-8.2
CC1C(=O)NN=C1C(=O)N/N=C/c1cccs1 (centres undefined)	-11.0	-3.7	-4.2	4.7	-1.1	1.3	.	1.4	42.8	3.5
COc1ccc(C(=O)NC(C)c2cccnc2)cc1S(=O)(=O)N(C)Cc1ccccc1 (centres undefined)	0.3	-7.5	-3.0	-6.8	-1.4	.	-4.0	5.3	.	-4.2
CCC(C)[C@H]1CNC(=O)C(=O)N1CCc1cccc(F)c1 (some centres undefined)	.	-2.7	-2.2	-2.0	0.7	.	.	.	.	-6.9
COC(Cn1c2c(c3cc(C)ccc31)CCCC2NCc1ccccc1)OC (centres undefined)	.	-1.0	?	-0.8	-8.8	-0.3	13.2	8.7	25.0	-1.1
CCCOc1ccc(C(=O)CCNc2ccc(C)c(Cl)c2)cc1	7.5	-2.8	-1.3	2.2	-0.3	0.1	-6.4	7.8	23.1	0.8
CC(=O)Nc1ccc(-n2nnnc2SCC(=O)NC2CCCC2)cc1	-0.6	-1.4	3.2	8.4	2.2	-3.1	-9.9	12.6	14.4	6.8
C[C@@H](N)Cc1cnc[nH]1	-7.3	-1.6	-10.1	3.0	-0.4	.	-8.7	-0.6	.	-1.8
CCCc1ccc(NC(=O)C2CCN(c3cnccn3)CC2)cc1	5.1	-1.2	5.3	-9.1	-2.0	-1.6	13.4	-0.4	-36.6	16.6
CCN(C(=O)COc1cc(OC)ccc1C(C)=O)C1CCS(=O)(=O)C1 (centres undefined)	5.8	0.9	6.6	-2.1	0.0	.	-11.3	1.6	.	-1.3
Cc1cc(C)c(NC(=O)CS(=O)CC(=O)NCCN2CCCCCC2)c(C)c1 (centres undefined)	0.9	-1.1	-6.9	-0.5	-4.8	-1.7	-12.1	-17.2	35.6	4.5
COC(=O)C1=C(C)N(c2cc(C)cc(C)c2)/C(=C/c2ccco2)C1=O	7.5	-3.9	7.5	-1.8	-1.4	1.2	-0.5	-7.7	8.3	-6.7
O=S(=O)(N/N=C\C=C\c1ccccc1)c1ccc(Cl)cc1	-3.1	-0.9	-5.7	-0.1	-0.5	4.0	.	-7.2	14.0	-1.1
CCCN1CCN(CCNC(=O)Nc2ccccc2Cl)CC1	.	7.1	2.5	-3.9	-1.1	1.0	-7.5	0.7	1.6	-1.0
CC(=O)Nc1cccc2cc(S(=O)(=O)O)ccc12	.	2.2	-5.6	0.3	-0.5	.	.	.	.	-9.5
CC(C)(C)C(=O)Nc1ccc(S(=O)(=O)N2CC3CC(C2)c2cccc(=O)n2C3)cc1 (centres undefined)	-3.7	-1.2	3.2	-4.8	-0.2	-4.4	-1.7	8.9	-1.5	3.9
O=C(Cn1cc(C(F)(F)F)ccc1=O)N/N=C/c1ccc(Cl)cc1Cl	-11.9	-0.2	5.2	-19.5	0.0	-2.6	.	-4.1	5.7	-5.4
COc1ccc(Cl)cc1NC(=O)CN(C)CC(=O)Nc1ccccc1N1CCOCC1	1.2	-0.7	-4.4	-4.0	-0.6	1.0	-2.3	4.1	21.7	2.0

Compound activity as filed in PubChem BioAssay.

Not all compounds are listed, so the mix of outcomes need not match the whole.
